Source: PubChem BioAssay
HTT ATP protect: cytoprotection in Huntington HTT-Q103 PC12 cell model. hit rate 0.14% among 230,000. Potency, µM (highest dose often 56.4 µM), for inactives: cytoprotection (ATP increase), actives largely listed as activators. PC12 HTT-Q103 induced, cytoprotection, ATP luminescence, 40 h;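 further: % of control where 0% means no effect; nearly all actives have a fitted effect of over 45% in size; toxic huntingtin expression switched on by the ecdysone agonist tebufenozide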
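PC12 cells with ecdysone-inducible HTT exon 1 Q103-GFP, induced with 100 nM tebufenozide and co-treated with library compounds in a dose series (1536-well, 1500 cells/well). Cytoprotection read as ATP content by ATPlite luminescence.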
Tau fluor cs: counter-screen for tau fibril formation inhibitors; Potency, µM (titrated, usually from 57.7 µM), inactives show at the top dose activity change, negative = decrease; tau K18 P301L Alexa594 fluorescence, heparin fibrillization; AID 1463; hit rate 0.93% among 280,000; further: on the % scale 0 is the no-effect control and ±100 the full control effect; nearly all actives have a fitted effect of over 55% in size
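Human tau K18 P301L (15 uM unlabeled, 0.24 uM Alexa 594-labeled) in 100 mM sodium acetate pH 7 with 20 uM heparin, 6 hr at 37 C. ThT 30 uM added, 1 hr ambient; Alexa 594 FP and total fluorescence read at 555/632 nm.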
Tau ThT inhib: blocks human tau fibril formation measured by thioflavin T. recombinant tau K18 P301L (four-repeat tau fragment), heparin-induced fibrillization, ThT fluorescence. hit rate 2.1% among 270,000. P10636. AID 1460. Potency, µM (series often up to 57.4 µM), for inactives: top-dose activity, negative = inhibition, actives largely listed as inhibitors; further: on the % scale 0 is the no-effect control and ±100 the full control effect; nearly all actives have a fitted effect of over 55% in size
Target sequence (P10636 561-689 P618L limits assumed): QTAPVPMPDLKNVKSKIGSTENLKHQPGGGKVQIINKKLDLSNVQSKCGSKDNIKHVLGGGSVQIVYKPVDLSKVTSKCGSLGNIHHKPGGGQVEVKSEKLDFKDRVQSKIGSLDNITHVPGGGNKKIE
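Tau K18 P301L fragment (15 uM unlabeled plus 0.24 uM Alexa 594-labeled) in 100 mM sodium acetate pH 7 with compound, fibrillization induced by 20 uM heparin for 6 hr at 37 C. Thioflavin T (30 uM) added, fluorescence read after 1 hr (ex 450, em 510 nm).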
TexasRed fluor: counter-screen for TRb-SRC2 inhibitors: fluorescence interference | TRb/SRC2 Texas Red total fluorescence interference | Potency, µM (top dose mostly 106 µM), inactives show at the top dose fluorescence change, negative = quenching | hit rate 0.29% among 280,000; active means well fitted curve in either direction with a large enough effect; inconclusive means small, poorly fitted or top-dose-only effect; further: on the % scale 0 is the no-effect control and ±100 the full control effect
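Human TRb ligand-binding domain at 0.6 uM with 20 nM Texas Red SRC2 peptide in Tris buffer containing 1 uM T3 and 5% DMSO, incubated with compound 5 h at ambient temperature. Total fluorescence (555/632 nm) calculated as parallel + 2 × perpendicular.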
Tau FP inhib: tau fibrillization inhibition (FP). P10636. K18 P301L tau heparin fibrillization, Alexa594 FP, 6 h. Potency, µM (titrated, usually from 57.7 µM), inactives show at the top dose activity, negative = inhibition, hits mostly inhibitors. hit rate 0.39% among 280,000. AID 1468; further: on the % scale 0 is the no-effect control and ±100 the full control effect; nearly all actives have a fitted effect of over 55% in size
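K18 P301L tau (15 uM unlabeled/0.24 uM Alexa 594-labeled, final) + compound + heparin 20 uM final; 100 mM NaOAc pH 7; 6 hr 37 C; ThT 30 uM final added, 1 hr RT; FP ex 555/em 632 nm.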
L3MBTL1 block: inhibitors of human L3MBTL1. Q9Y468. AlphaScreen L3MBTL1–H3K9me1 peptide binding. Potency, µM (series often up to 57.1 µM), for inactives: top-dose activity, negative = inhibition, most hits filed as inhibitors. hit rate 0.66% among 230,000; further: on the % scale 0 is the no-effect control and ±100 the full control effect; nearly all actives have a fitted effect of over 60% in size
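AlphaScreen assay: L3MBTL1 (50 nM final) was preincubated 30 min at room temperature with biotinylated H3(1-15)K9me1 peptide (75 nM final), then 30 min with library compounds; streptavidin donor and nickel chelate acceptor beads (10 ug/mL final) added, 30 min dark.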
RECQ1 inh: RECQ1 (human) helicase inhibition. P46063. RECQ1 DNA unwinding, red fluorescence kinetic read. Potency, µM (doses to about 57.3 µM), without a hit: at the highest dose activity, negative = inhibition, usual class: inhibitors. hit rate 0.54% among 240,000. AID 2549;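 further: plate controls were vehicle for no effect and no enzyme for full effect; nearly all actives have a fitted effect of over 30% in size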
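50 nM RECQ1T1 preincubated 15 min with compound in Tris pH 8.0 buffer with MgCl2, DTT, Tween-20 and 2.5 ug/ml poly(dI-dC); started with 200 nM TAMRA/BHQ-2 forked duplex and 2 mM ATP. Unwinding read as fluorescence (525/598 nm), two reads 2 h apart.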
TRb-SRC2 inh: inhibitors of human thyroid hormone receptor beta-SRC2 interaction; Potency, µM (series often up to 106 µM), for inactives: at the highest dose activity change, negative = inhibition, actives largely listed as inhibitors; TRbeta-SRC2 peptide binding, fluorescence polarization; receptor liganded with 1 µM T3; P10828; hit rate 0.065% among 280,000;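 further: plate controls were bound peptide for no effect and peptide without receptor for full effect; nearly all actives have a fitted effect of over 50% in size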
Target sequence (P10828 whole entry, looked up): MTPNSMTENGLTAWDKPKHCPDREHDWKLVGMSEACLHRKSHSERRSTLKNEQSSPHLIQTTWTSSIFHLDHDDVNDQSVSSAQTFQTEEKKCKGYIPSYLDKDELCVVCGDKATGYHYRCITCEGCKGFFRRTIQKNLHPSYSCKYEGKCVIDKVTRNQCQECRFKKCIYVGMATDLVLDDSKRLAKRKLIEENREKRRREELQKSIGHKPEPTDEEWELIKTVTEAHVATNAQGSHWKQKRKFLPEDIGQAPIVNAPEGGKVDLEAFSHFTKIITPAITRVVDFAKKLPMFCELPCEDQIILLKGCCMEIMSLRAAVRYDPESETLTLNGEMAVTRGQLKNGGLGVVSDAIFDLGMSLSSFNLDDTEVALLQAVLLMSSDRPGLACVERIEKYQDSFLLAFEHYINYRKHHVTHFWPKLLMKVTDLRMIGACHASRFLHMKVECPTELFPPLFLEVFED
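Fluorescence polarization of 20 nM Texas Red SRC2 peptide (20-aa NR interaction domain) bound to 0.6 uM human TRb ligand-binding domain, with 1 uM T3, after 5 hr at ambient temperature; inhibition seen as decreased polarization.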
An asterisk follows results filed as active; i = inactive; ? = inconclusive; / = no result given; [ ] = dose if it differs, or a comment. Unless noted, the call rests on the fitted dose curve; in most records, active means well fitted curve in the direction sought with a large enough effect; inconclusive means small, poorly fitted or top-dose-only effect, or another doubt; inactive means no such curve, though single readings can be large; an effect the other way counts as inactive or inconclusive. Potency means the concentration at half of the fitted maximal effect. Not all compounds are listed; count on the stated rates, not on these rows.

The first 2 compounds, ahead of the listing:
molecule	HTT ATP protect	Tau fluor cs	Tau ThT inhib	TexasRed fluor	Tau FP inhib	L3MBTL1 block	RECQ1 inh	TRb-SRC2 inh
COc1ccc(CCNS(=O)(=O)c2ccc3c(c2)c(=O)n(C)c(=O)n3C)cc1OC	/	5.0%	4.0%	-1.6%	-4.9%	/	/	-4.5%
FC(F)(F)c1ccccc1NC1=NCCC1	-14.0%	2.7%	6.4%	-3.8%	8.2%	-4.5%	4.2%	0.9%

This part in full, previewed entries included:
molecule	HTT ATP protect	Tau fluor cs	Tau ThT inhib	TexasRed fluor	Tau FP inhib	L3MBTL1 block	RECQ1 inh	TRb-SRC2 inh
COc1ccc(CCNS(=O)(=O)c2ccc3c(c2)c(=O)n(C)c(=O)n3C)cc1OC	/	5.0%	4.0%	-1.6%	-4.9%	/	/	-4.5%
FC(F)(F)c1ccccc1NC1=NCCC1	-14.0%	2.7%	6.4%	-3.8%	8.2%	-4.5%	4.2%	0.9%
COc1ccccc1N1CCN(C(=O)c2cc(S(=O)(=O)N3CCC(C)CC3)cn2C)CC1	/	-2.7%	-3.6%	-1.3%	7.3%	/	/	-6.0%
Nc1cc(Cl)ccc1C(=O)OCC(=O)NC1CCCCC1	-37.9%	-2.6%	-0.4%	-1.5%	2.3%	4.3%	-11.8%	-2.3%
CCOCCc1nnc(NC(=O)C(CC)c2ccccc2)s1 (centres undefined)	26.2%	-14.1%	-8.1%	0.6%	-7.3%	/	-14.5%	-0.5%
COc1ccc2c(C)c(CCC(=O)NCCc3ccccc3)c(=O)oc2c1	/	-29.0%	?	?	-4.8%	/	/	-5.4%
Cc1csc(NC(=O)CCC(=O)N(CC(=O)NC2CCCC2)Cc2ccco2)n1	-29.9%	-5.7%	-5.9%	-0.6%	2.4%	0.0%	-2.1%	-8.0%
CCOC(=O)CSc1ccc2nnc(-c3ccncc3)n2n1	-5.1%	1.5%	-0.7%	-2.7%	2.3%	4.8%	5.1%	0.6%
CCCCn1c(Cc2ccccc2)n[nH]c1=S	-19.2%[10 µM]	6.7%	-2.8%	-3.9%	1.2%	-2.1%	1.1%	-6.3%
COCCn1cnc2cc(C)c(C)cc21	5.7%	-3.2%	-8.0%	1.5%	-2.4%	0.8%	i	-2.9%
COc1ccc(CCC(=O)NCc2nc3cccnc3n2Cc2ccc(OC)cc2)cc1	/	-6.8%	?	-1.0%	?	/	/	-3.6%
COc1ccccc1Cn1c(/C=C/c2ccccc2)nc2ccccc21	-38.8%[10 µM]	-1.5%	2.4%	-4.9%	-8.9%	47.1%[activator]	-0.5%	-2.5%
O=C(NNC(=O)C1C2CCC(C2)C1C(=O)O)c1ccc(Br)o1 (centres undefined)	-6.7%[0.074 µM]	4.6%	-9.9%	2.4%	-2.9%	1.8%	-18.6%	7.5%
CCOC(=O)c1c(S(=O)(=O)N2CCC(C(=O)NCc3ccccc3OC)CC2)c(C)n(C)c1C	/	4.3%	7.2%	-1.8%	1.5%	/	/	-5.8%
Cc1ccc(C(=O)C[n+]2cccc(C(N)=O)c2)cc1	4.8%[10 µM]	-7.4%	-8.1%	-1.6%	-2.5%	3.4%	-10.7%	-7.1%
O=C(NCCC1=CCCCC1)C1CC(=O)N(C2CCCCCC2)C1 (centres undefined)	-4.8%	-0.5%	-4.5%	-1.2%	6.4%	2.0%	-18.8%	-2.5%
COc1ccc(NC(=O)C2=C(C)Nc3nc(SCc4ccc(C)cc4C)nn3C2c2cccc(OC)c2OC)cc1 (centres undefined)	/	-6.9%	6.2%	-0.8%	-13.8%	/	/	1.4%
Cc1cccc(C(=O)Nc2ccc(-c3nc4ccccc4s3)cc2Cl)c1	/	-16.7%	?	0.1%	?	/	/	-8.8%
COc1ccc(C2C(=O)N(C3CCC(C)CC3)CC(=O)N2CCC2=CCCCC2)cc1OC (centres undefined)	/	-17.5%	-14.5%	0.4%	-4.6%	/	/	4.8%
COC(=O)[C@H](Cc1ccccc1)NC(=O)N1CCN(Cc2ccccc2)CC1	12.2%[0.074 µM]	-2.3%	-1.0%	-3.1%	3.4%	1.1%	-2.1%	-1.5%
Cc1ccccc1NC(=O)c1cc2ccccn2n1	-8.4%[10 µM]	-6.0%	/	-1.0%	2.3%	/	-1.1%	-4.7%
Cc1cc(NC(=O)Cn2nc(C)c([N+](=O)[O-])c2C)no1	-21.9%	1.1%	-1.0%	-0.2%	-1.4%	-2.1%	i	-3.3%
CCC1CCCCN1Cc1nc2c(c(=O)n(C)c(=O)n2C)n1CC(C)C (centres undefined)	-18.7%	6.4%	3.7%	-7.2%	-0.2%	-2.6%	i	-6.6%
Cc1ccc(CC(=O)NCC(c2ccco2)N(C)C)cc1C (centres undefined)	-33.8%	0.0%	-2.7%	-1.3%	4.0%	4.9%	-18.0%	3.5%
CCc1c(O)nc(SC2CC(=O)N(c3ccccc3)C2=O)[nH]c1=O (centres undefined)	0.5%	1.4%	-6.0%	1.5%	4.8%	-3.4%	-0.5%	-3.0%
O=C(Nc1cccc2ccccc12)N1CCOCC1	14.8%	-8.2%	-13.1%	0.7%	-0.5%	/	-6.2%	-3.0%
O=C(CCCn1c(=S)[nH]c2ccccc2c1=O)NCCSCc1ccccc1	?	-20.8%	-10.5%	0.4%	-11.2%	/	i	-2.9%
COc1ccc(C(=O)NNC(=O)c2ccc(S(=O)(=O)N3CC(C)OC(C)C3)cc2)cc1 (centres undefined)	15.5%	-8.5%	-4.7%	-1.5%	?	/	9.1%	3.3%
CCCCOC(=O)Nc1ccc(C(=O)OCCC)cc1	-2.3%	-21.4%	-15.9%	-3.0%	-0.9%	25.4%	-18.0%	0.3%
COc1ccc(C)cc1-n1cnnn1	16.6%[10 µM]	8.3%	7.4%	2.3%	-0.8%	11.2%	i	-2.7%
O=C(CCCCCn1c(=O)[nH]c2ccccc2c1=O)NCc1cccc(Cl)c1	/	-10.6%	11.3%	-4.6%	-5.7%	/	/	1.7%
N#C/C(=C(/O)CCCl)c1ccccn1	7.3%[10 µM]	-0.3%	-4.5%	-1.4%	2.3%	-1.5%	-11.1%	-6.2%
COc1cc(C(=O)/C=C/Nc2ccc(NC(C)=O)cc2)cc(OC)c1OC	-17.8%[10 µM]	7.0%	8.6%	-0.1%	7.5%	-24.0%	3.4%	-3.8%
CC1=NCCN1S(=O)(=O)c1cc(Cl)ccc1Cl	22.6%	0.5%	-3.2%	0.1%	2.5%	8.1%	-11.6%	-5.0%
CCOC(=O)N1CCN(C(=O)CSc2nnc(-c3ccc(Cl)s3)o2)CC1	-21.6%	-1.1%	-8.0%	-2.4%	-19.4%	-1.9%	-2.2%	-1.6%
CCOC(=O)c1sc(NC(=O)c2ccc(S(=O)(=O)N3CCOCC3)cc2)cc1C	8.2%	?	5.3%	-2.0%	?	2.0%	i	-10.3%
CC(C)CCOc1ccc(C(=O)NCCC(=O)N2CCOCC2)cc1	10.7%	9.1%	1.5%	-5.2%	8.3%	2.5%[11.4 µM]	-4.8%	1.2%
CCN1C(=O)/C(=C/N2CCc3ccccc32)SC1=S	-24.8%[0.074 µM]	-5.5%	-16.9%	1.3%	-7.4%	-2.3%	i	6.9%
COc1ccc(NC(=O)Nc2cccs2)cc1Cl	-63.2%[inhibitor]	10µM*[quencher]	?	-23.1%	?	/	i	15.2%
COc1ccc(OC)c(-c2cc(C(=O)NCCCn3ccnc3)no2)c1	-31.9%	-13.4%	-10.3%	1.0%	-6.9%	-0.9%	4.6%	-3.2%
COc1cc(-c2cc(OC)c3c(C)oc(C)c3c(=O)c2)ccc1OC(=O)c1ccc(C)cc1	/	-9.3%	-16.7%	-1.2%	-3.4%	/	/	-9.8%
O=C1NCC(O)=C1C=NCCO	20.9%[10 µM]	-6.8%	-3.3%	3.2%	-10.8%	3.9%	-16.3%	-23.2%
CSc1nsc(N/N=C/c2ccc3c(c2)OCO3)c1C#N	-55.8%[inhibitor]	?	?	-2.3%	-5.0%	7.0%	-7.2%	-4.2%
Cc1cnc(C(=O)OCC(=O)c2csc(N3CCCCC3)n2)cn1	-2.8%	5.8%	13.0%	-4.6%	-1.5%	?	-6.6%	9.2%
COc1ccc(/C=N/NC(=O)c2ccc(Cl)cc2)cc1COC(C)=O	/	-20.2%	-3.6%	-1.6%	-3.7%	3.3%	i	-7.1%

Part of the list above in order of heavy-atom count, lowest first.
molecule	HTT ATP protect	Tau fluor cs	Tau ThT inhib	TexasRed fluor	Tau FP inhib	L3MBTL1 block	RECQ1 inh	TRb-SRC2 inh
FC(F)(F)c1ccccc1NC1=NCCC1	-14.0%	2.7%	6.4%	-3.8%	8.2%	-4.5%	4.2%	0.9%
O=C(NCCC1=CCCCC1)C1CC(=O)N(C2CCCCCC2)C1 (centres undefined)	-4.8%	-0.5%	-4.5%	-1.2%	6.4%	2.0%	-18.8%	-2.5%
CCOC(=O)c1c(S(=O)(=O)N2CCC(C(=O)NCc3ccccc3OC)CC2)c(C)n(C)c1C	/	4.3%	7.2%	-1.8%	1.5%	/	/	-5.8%
